Bioassay records deposited in PubChem by several laboratories.
CSN deneddyl inh – CSN deneddylation inhibition; Q92905; inhibition, % at 12.5 µM; Purified CSN, SCF-Nedd8-OG deneddylation, fluorescence polarization; actives 0.38% (n = 360,000);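 active means pattern-corrected inhibition above about 35%, with an unprinted fluorescence ratio check between 0.5 and 1.5, limit read from the data, passing the limit was not always enough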;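 further: 0% = enzyme with substrate and 100% = substrate without enzyme; some results filed as inactive read as strong as hits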
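Assay system: purified human Csn5 enzyme expressed in HEK293T cells; Input: 0.24 nM Csn5 enzyme, final concentration; Reagent: 10 nM SCFSkp2-Nedd8OG; Compound dosing: 12.5 µM single point; Times: reaction 90 min, room temperature; Technique: fluorescence polarization readout.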
PABP1 MLLE inh – inhibitors of microRNA-mediated deadenylation, human PABP1 MLLE binding; inhibition, % at 20 µM; actives 0.36% (n = 360,000); GST-MLLE / FITC-PAM2 fluorescence polarization; P11940; in the data active means inhibition above about 35%, passing the limit was not always enough;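 further: plate controls were DMSO wells with GST-MLLE for no effect and wells lacking GST-MLLE protein for full effect; some results filed as inactive read as strong as hits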
Neddylation inh – cullin neddylation inhibition; P61081+Q13564; TR-FRET cullin neddylation, biochemical; calls only at 25 µM; actives 0.58% (n = 360,000); in the data active means inhibition above about 36%
bovine MsrA act – bovine methionine sulfoxide reductase A activation; purified bovine MsrA, absorbance read-out; activation, % at 10.6 µM; actives 0.3% (n = 360,000); AID 602163; in the data active means activation above about 7.5%;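 further: 0% = vehicle and 100% = reference activator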
MsrA inh – inhibitors of bovine MsrA; purified bovine MsrA, absorbance read-out; actives 0.75% (n = 360,000); inhibition, % at 15.5 µM; in the data active means inhibition above about 4.5%;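 further: 0% = vehicle wells with enzyme and 100% = reference inhibitor wells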
Rin1 Abl inh – inhibitors of human Rin1-Abl protein interaction; TR-FRET Rin1/Abl binding, biochemical; inhibition, % at 7.35 µM; actives 0.4% (n = 360,000); AID 588664; in the data active means inhibition above about 5%, passing the limit was not always enough
eLon inh – E. coli protease La inhibition; P0A9M0; purified E. coli Lon protease, fluorescence polarization; inhibition, % at 7.94 µM; actives 0.42% (n = 360,000); in the data active means inhibition above about 13%, passing the limit was not always enough;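 further: 0% = enzyme with probe and DMSO and 100% = no enzyme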
Target sequence (P0A9M0 whole entry, looked up): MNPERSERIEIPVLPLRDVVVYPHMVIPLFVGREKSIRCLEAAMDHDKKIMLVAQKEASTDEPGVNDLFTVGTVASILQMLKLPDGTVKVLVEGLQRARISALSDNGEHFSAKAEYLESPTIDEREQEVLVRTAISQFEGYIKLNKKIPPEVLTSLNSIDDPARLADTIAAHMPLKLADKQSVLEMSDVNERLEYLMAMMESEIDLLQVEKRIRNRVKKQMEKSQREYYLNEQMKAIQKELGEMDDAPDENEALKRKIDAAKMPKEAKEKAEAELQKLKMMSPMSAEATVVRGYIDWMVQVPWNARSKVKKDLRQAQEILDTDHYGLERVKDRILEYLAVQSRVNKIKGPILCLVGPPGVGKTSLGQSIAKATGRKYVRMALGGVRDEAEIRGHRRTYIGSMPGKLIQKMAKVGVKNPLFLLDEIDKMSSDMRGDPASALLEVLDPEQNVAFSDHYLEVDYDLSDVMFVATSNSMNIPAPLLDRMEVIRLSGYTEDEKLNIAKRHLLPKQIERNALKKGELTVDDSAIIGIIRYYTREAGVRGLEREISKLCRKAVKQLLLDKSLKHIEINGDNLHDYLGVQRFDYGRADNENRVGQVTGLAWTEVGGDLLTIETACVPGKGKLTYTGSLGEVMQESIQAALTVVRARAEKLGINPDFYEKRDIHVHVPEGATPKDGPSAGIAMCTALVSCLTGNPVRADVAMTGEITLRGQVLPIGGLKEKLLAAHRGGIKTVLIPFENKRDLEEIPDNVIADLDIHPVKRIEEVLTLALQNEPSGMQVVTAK
TbMetRS inhib – Trypanosoma brucei MetRS inhibition. purified T. brucei MetRS, ATP depletion, Kinase-Glo luminescence. inhibition, % at 11.9 µM. actives 0.4% (n = 360,000);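 active means inhibition above a per-plate cutoff of the control wells' mean inhibition plus 3 SD, cut at about 5.5% in these data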;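 further: 0% = DMSO wells median and 100% = median of wells with control inhibitor compound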
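System: purified T. brucei MetRS enzyme / Detection: Kinase-Glo luciferase luminescence reporting remaining unconsumed ATP / Medium: HEPES buffer with MgCl2, KCl, DTT, spermine, BSA, pyrophosphatase / Replication: singlicate, one well per compound / Evaluation: percent inhibition relative to median high and low control wells / Schedule: 2 h aminoacylation at 25 °C after 15 min preincubation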
FAS-TE inh – blocks the thioesterase domain of human fatty acid synthase; P49327; recombinant FAS-TE, OMFH fluorogenic substrate, fluorescence endpoint; inhibition, % at 15 µM; actives 0.67% (n = 360,000); AID 602261;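 active means compounds whose normalised, plate-corrected inhibition of enzyme fluorescence in the single-dose primary screen is 50% or more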;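 further: 0% = DMSO with enzyme and 100% = substrate without enzyme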
Starred values were filed as active, the others as inactive; i = inactive; nt = no result given. Outcome played no part in choosing rows; 4% or so of the library scored in one or more.

Assay codes: A = CSN deneddyl inh; B = PABP1 MLLE inh; C = Neddylation inh; D = bovine MsrA act; E = MsrA inh; F = Rin1 Abl inh; G = eLon inh; H = TbMetRS inhib; I = FAS-TE inh
> O=C(CCCl)Nc1cc(SCCO)cc([N+](=O)[O-])c1
  A: 1 | B: 2 | C: i | D: -1 | E: 0.3 | F: -3 | G: 0 | H: -0.3 | I: -3

> O=C(CSc1nnc(-c2ccncc2)n1C1CCCCC1)Nc1cccc(O)c1
  A: 2 | B: 10 | C: i | D: -9 | E: -0.8 | F: -2 | G: 0 | H: -0.2 | I: -6

> Clc1ccc(OCCCn2cncn2)cc1Cl
  A: -2 | B: -3 | C: i | D: -4 | E: 2.0 | F: 1 | G: -4 | H: -0.1 | I: -7

> O=C1NCCCC2c3c(cc(Br)c(O)c3Br)OC12N1CCOCC1 (stereo not drawn)
  A: 0 | B: 9 | C: i | D: -9 | E: 0.6 | F: -17 | G: 9 | H: -0.3 | I: -4

> Cc1cccc(C2CN(C)CCc3c2cc(O)c(O)c3Cl)c1 (stereo not drawn)
  A: -3 | B: 2 | C: i | D: -2 | E: -0.9 | F: 2 | G: -1 | H: 0.3 | I: -1

> CCc1nc2ccc(C(=O)NCCc3ccc(OC)cc3)cc2nc1CC
  A: -1 | B: -6 | C: i | D: -1 | E: -0.3 | F: 3 | G: 7 | H: -0.3 | I: 12

> CCOc1ccc(/C(=N\O)C(C)NO)cc1 (stereo not drawn)
  A: -1 | B: 20 | C: i | D: -10 | E: -0.3 | F: 3 | G: -2 | H: -1.5 | I: -12

> c1ccc2oc(C3=NNC(=NC4CC4)SC3)cc2c1
  A: 3 | B: -6 | C: i | D: -11 | E: 2.6 | F: -4 | G: -1 | H: 0.8 | I: 0

> O=C(NCCC1=CCCCC1)C(=O)c1c[nH]c2ccccc12
  A: -5 | B: 4 | C: i | D: -4 | E: 1.3 | F: -3 | G: -8 | H: 2.2 | I: -2

> O=C(O)CCC(=O)Nc1ccccc1C(=O)NCc1ccco1
  A: 3 | B: 2 | C: i | D: -12 | E: 0.8 | F: 3 | G: -4 | H: -0.7 | I: -11

> CC(=O)Cc1nsc(NC(=O)c2cn(-c3ccccc3)nc2-c2ccc(Br)cc2)n1
  A: 4 | B: 1 | C: i | D: -6 | E: 0.1 | F: 1 | G: -5 | H: -0.8 | I: 3

> CCOC(=O)[C@H]1[C@H]2COc3ccc(Br)cc3[C@@H]2N2C(=O)CN(Cc3ccc(F)cc3)C(=O)[C@@]12C
  A: -2 | B: -7 | C: i | D: -2 | E: -0.8 | F: 1 | G: -11 | H: -0.3 | I: 19

> CCN1C(=O)C(O)(CC(=O)c2ccccn2)c2ccccc21 (stereo not drawn)
  A: 2 | B: 0 | C: i | D: -1 | E: 0.3 | F: -5 | G: 4 | H: -0.3 | I: -10

> O=C(Nc1ccccc1)c1cc(C2CCCCN2S(=O)(=O)c2cccs2)on1 (stereo not drawn)
  A: 1 | B: -8 | C: i | D: -2 | E: 1.3 | F: 3 | G: -1 | H: -0.1 | I: 22

> Cc1ccc2oc3c(c(=O)c2c1)C(c1cccs1)N(CCCN(C)C)C3=O (stereo not drawn)
  A: 3 | B: -14 | C: i | D: 0 | E: nt | F: -1 | G: -9 | H: 0.7 | I: -4

> CCC(SC1=N/C(=C/c2ccccc2)C(=O)N1c1ccccc1)C(=O)Nc1cc(C)on1 (stereo not drawn)
  A: -1 | B: -34 | C: i | D: 1 | E: 2.4 | F: -4 | G: 8 | H: -0.2 | I: 4

> O=C1CC(N2CCN(Cc3ccccc3)CC2)C(=O)N1CCc1ccccc1 (stereo not drawn)
  A: 9 | B: -4 | C: i | D: -3 | E: 0.3 | F: 0 | G: -1 | H: -0.1 | I: -6

> Cc1ccc(-c2noc(CN(C(=O)C34CC5CC(CC(C5)C3)C4)C(C)C)n2)cc1
  A: -2 | B: -10 | C: i | D: -1 | E: -1.2 | F: -3 | G: 7 | H: -0.5 | I: 24

> CC(C)OC(=O)/C(C#N)=C/c1cn(Cc2ccccc2)c2ccccc12
  A: 3 | B: 3 | C: i | D: -6 | E: 0.1 | F: -1 | G: -5 | H: 0.1 | I: 24

> O=C(NNC(=O)c1cccnc1)Nc1ccc([N+](=O)[O-])cc1
  A: -1 | B: 4 | C: i | D: -6 | E: 2.4 | F: 1 | G: 5 | H: -0.9 | I: -6

> CCOC(=O)N1CCN(C(=O)CN(c2ccc3c(c2)OCO3)S(C)(=O)=O)CC1
  A: 8 | B: -3 | C: i | D: -10 | E: 0.1 | F: -3 | G: -11 | H: -1.1 | I: -12

> CN1CCN(C2=Cc3ccc(Cl)cc3Sc3ccc(F)cc32)CC1
  A: 2 | B: 13 | C: i | D: -2 | E: -1.8 | F: -2 | G: -5 | H: -1.8 | I: 17

> N#Cc1ccccc1NC(=O)C1SC(=Nc2ccccc2)C(C(=O)Nc2ccc(Cl)cc2)=C1N (stereo not drawn)
  A: 2 | B: -28 | C: i | D: -6 | E: 2.7 | F: 2 | G: -5 | H: -0.2 | I: 30

> O=C(CSc1cccc[n+]1[O-])c1cccs1
  A: 4 | B: 3 | C: i | D: -3 | E: -1.2 | F: -5 | G: -2 | H: -0.6 | I: -3

Complete entries, quoted from the list. Order of screens: CSN deneddyl inh | PABP1 MLLE inh | Neddylation inh | bovine MsrA act | MsrA inh | Rin1 Abl inh | eLon inh | TbMetRS inhib | FAS-TE inh
Profile of CCOC(=O)N1CCN(C(=O)CN(c2ccc3c(c2)OCO3)S(C)(=O)=O)CC1 → 8 | -3 | i | -10 | 0.1 | -3 | -11 | -1.1 | -12
Profile of CC(C)OC(=O)/C(C#N)=C/c1cn(Cc2ccccc2)c2ccccc12 → 3 | 3 | i | -6 | 0.1 | -1 | -5 | 0.1 | 24
Profile of CCc1nc2ccc(C(=O)NCCc3ccc(OC)cc3)cc2nc1CC → -1 | -6 | i | -1 | -0.3 | 3 | 7 | -0.3 | 12
Profile of CCOc1ccc(/C(=N\O)C(C)NO)cc1 (stereo not drawn) → -1 | 20 | i | -10 | -0.3 | 3 | -2 | -1.5 | -12
Profile of CN1CCN(C2=Cc3ccc(Cl)cc3Sc3ccc(F)cc32)CC1 → 2 | 13 | i | -2 | -1.8 | -2 | -5 | -1.8 | 17
